L3MBTL1 block: blocks human L3MBTL1 | Q9Y468 | AlphaScreen L3MBTL1–H3K9me1 peptide binding | Potency, µM (doses to about 57.1 µM), for the others: top-dose activity, negative = inhibition, most hits filed as inhibitors | 0.66% of 230,000 active | AID 485360; also: nearly all actives have a fitted effect of over 60% in size
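AlphaScreen proximity signal between nickel-chelate acceptor and streptavidin donor beads (final 10 ug/mL) reports binding of 50 nM L3MBTL1 to 75 nM biotin-H3 K9me1 peptide; complex incubated with compounds 30 min at room temperature; cefsulodin titration as control.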
GAA spleen mod: inhibits or activates alpha-glucosidase in human spleen homogenate; 0.006% of 240,000 active; Potency, µM (series often up to 79.9 µM), for the others: at the highest dose activity change, negative = inhibition, usual class: inhibitors; P10253; human spleen homogenate, 4-MU-alpha-glucoside fluorescence; AID 2112;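 also: 0% = enzyme with vehicle and -100% = no enzyme basal signal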
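Compounds were titrated against alpha-glucosidase in spleen homogenate at pH 5.0, with 1 mM 4-methylumbelliferyl substrate for 40 min at 37 C. Reactions were quenched with pH 10 NaOH/glycine and fluorescence measured.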
GAA inhib: alpha-glucosidase (human) inhibition. purified human GAA, 4-MU-alpha-glucoside fluorescence. 0.005% of 200,000 active. Potency, µM (highest dose often 76.9 µM), for the others: top-dose activity change, negative = inhibition, usual class: inhibitors. P10253;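 also: plate controls were uninhibited enzyme wells for no effect and no-enzyme background for full effect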
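Human enzyme at 4 nM with 400 uM 4-methylumbelliferyl-alpha-D-pyranoside, citrate/phosphate buffer pH 5.0, 0.005% Tween-20, 20 min at room temperature. Compounds up to 77 uM. 4-MU fluorescence (Ex 365/Em 440) read after NaOH/glycine stop; AC50 from Hill fit.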
RECQ1 helicase: RECQ1 (human) helicase inhibition | P46063 | RECQ1 DNA unwinding, red fluorescence kinetic read | Potency, µM (doses to about 57.3 µM), without a hit: at the highest dose activity, negative = inhibition, most hits filed as inhibitors | 0.54% of 240,000 active;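 also: plate controls were vehicle for no effect and no enzyme for full effect; nearly all actives have a fitted effect of over 30% in size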
Target sequence (P46063 whole entry, looked up): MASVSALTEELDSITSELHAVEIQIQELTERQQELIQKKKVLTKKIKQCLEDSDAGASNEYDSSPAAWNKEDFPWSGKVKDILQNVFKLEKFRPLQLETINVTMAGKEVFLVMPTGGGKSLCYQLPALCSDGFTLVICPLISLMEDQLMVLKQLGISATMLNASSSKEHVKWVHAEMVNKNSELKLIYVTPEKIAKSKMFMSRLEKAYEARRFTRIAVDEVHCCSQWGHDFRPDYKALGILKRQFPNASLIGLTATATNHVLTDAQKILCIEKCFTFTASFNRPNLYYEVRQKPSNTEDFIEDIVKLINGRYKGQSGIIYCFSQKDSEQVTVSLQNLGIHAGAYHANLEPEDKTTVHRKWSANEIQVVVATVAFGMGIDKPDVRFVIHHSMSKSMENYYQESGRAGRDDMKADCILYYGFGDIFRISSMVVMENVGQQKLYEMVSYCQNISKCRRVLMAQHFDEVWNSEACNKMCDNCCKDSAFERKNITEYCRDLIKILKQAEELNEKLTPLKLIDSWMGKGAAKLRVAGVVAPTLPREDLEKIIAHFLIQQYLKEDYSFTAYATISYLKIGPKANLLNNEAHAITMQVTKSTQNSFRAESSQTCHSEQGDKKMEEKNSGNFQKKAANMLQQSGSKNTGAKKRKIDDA
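50 nM RECQ1T1 preincubated 15 min with compound in Tris pH 8.0 buffer with MgCl2, DTT, Tween-20 and 2.5 ug/ml poly(dI-dC); started with 200 nM TAMRA/BHQ-2 forked duplex and 2 mM ATP. Unwinding read as fluorescence (525/598 nm), two reads 2 h apart.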
TexasRed fluor: counter-screen for TRb-SRC2 inhibitors: fluorescence interference | Potency, µM (top dose mostly 106 µM), inactives show at the top dose fluorescence change, negative = quenching | 0.29% of 280,000 active | TRb/SRC2 Texas Red total fluorescence interference; active = well fitted curve in either direction with a large enough effect; inconclusive = small, poorly fitted or top-dose-only effect
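Human TRβ ligand-binding domain (0.6 uM) and Texas Red SRC2 peptide (20 nM) in Tris buffer with 1 uM T3 and 5% DMSO were incubated with pinned compound for 5 hr at ambient temperature. Total fluorescence was computed as S + 2P (555/632 nm).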
TRb-SRC2 inh: disrupts binding of human TR beta to SRC2. P10828. TRbeta-SRC2 peptide binding, fluorescence polarization; receptor liganded with 1 µM T3. Potency, µM (highest dose often 106 µM), without a hit: at the highest dose activity change, negative = inhibition, usual class: inhibitors. 0.065% of 280,000 active;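 also: plate controls were bound peptide for no effect and peptide without receptor for full effect; nearly all actives have a fitted effect of over 50% in size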
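Fluorescence polarization of 20 nM Texas Red SRC2 peptide (20-aa NR interaction domain) bound to 0.6 uM human TRb ligand-binding domain, with 1 uM T3, after 5 hr at ambient temperature; inhibition seen as decreased polarization.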
GoLoco inh red: inhibitors of human Gai1-RGS12 GoLoco interaction (red fluorophore). P63096. Gai1:RGS12 GoLoco peptide FP, rhodamine, 10 min. Potency, µM (titrated, usually from 61.6 µM), inactives show at the highest dose activity, negative = inhibition, hits mostly inhibitors. 0.44% of 230,000 active. AID 880; active = well fitted inhibition curve with a large enough effect, not every such curve was filed as active; inactive = no such curve, though single readings can be large or run the other way; also: nearly all actives have a fitted effect of over 30% in size; many of its hits are not listed in these tables
Target sequence (P63096 whole entry, looked up): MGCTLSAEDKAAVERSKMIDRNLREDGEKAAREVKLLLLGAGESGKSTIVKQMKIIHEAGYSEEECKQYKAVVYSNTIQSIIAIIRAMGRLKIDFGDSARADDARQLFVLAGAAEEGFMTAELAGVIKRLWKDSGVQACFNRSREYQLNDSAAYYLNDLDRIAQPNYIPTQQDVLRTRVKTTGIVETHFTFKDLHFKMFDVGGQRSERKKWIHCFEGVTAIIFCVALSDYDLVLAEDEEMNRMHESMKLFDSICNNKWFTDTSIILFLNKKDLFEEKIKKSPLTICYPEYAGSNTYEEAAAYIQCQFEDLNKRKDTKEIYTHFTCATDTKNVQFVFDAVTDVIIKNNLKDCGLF
GAA glycogen: GAA glycogen-cleavage inhibition or activation | P10253 | recombinant GAA, glycogen substrate, Amplex Red glucose oxidase fluorescence | Potency, µM (titrated, usually from 76.4 µM), without a hit: at the top dose activity change, negative = inhibition, actives largely listed as inhibitors | 0.38% of 300,000 active | AID 2100;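 also: 0% = full enzyme reaction and -100% = no-enzyme basal signal; the screen sought inhibitors and activators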
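Recombinant enzyme (4 nM final) with compounds titrated up to 77 uM and bovine liver glycogen (30 ug) in citrate pH 5.0, 0.01% Tween-20, 37 C 40 min. Released glucose detected by Amplex Red/glucose oxidase (Ex 573/Em 610); AC50 from Hill fits.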
Numbers without * were called inactive; i = inactive; ? = inconclusive; / = not tested or not shown; & = joins results of further samples; [ ] = remark or other dose. Unless noted, calls follow the shape of the dose curve; as a rule, active = well fitted curve in the direction sought with a large enough effect; inconclusive = small, poorly fitted or top-dose-only effect, or another doubt; inactive = no such curve, though single readings can be large; an effect the other way counts as inactive or inconclusive. Unless noted, % is scaled to controls: 0 for no effect and ±100 for the full control effect; potency is read from the fitted curve at half-maximal effect. Some of the compounds tested (hit frequency here may not be typical).

SMILES	L3MBTL1 block	GAA spleen mod	GAA inhib	RECQ1 helicase	TexasRed fluor	TRb-SRC2 inh	GoLoco inh red	GAA glycogen
Cc1c(NS(=O)(=O)c2ccc(N(C)C3CCCCC3)c([N+](=O)[O-])c2)c(=O)n(-c2ccccc2)n1C	-19%	-1%	-11%	-18%	-1%	-3%	-5%	-4%
O=C(O)CN1C(=O)/C(=C/c2ccc(SCc3ccccc3)o2)SC1=S	2.2µM*	-4%	1%	25µM*	-9%	6%	115%[activator]	2%
COc1ccc(NC(=S)N(CCCN2CCOCC2)C(C)c2cc3cccc(OC)c3o2)cc1 (centres undefined)	/	2%	3%	1%	-4%	6%	-17%	-17%
CSc1nc2ccc(NC(=O)NC(=O)c3c(F)cccc3F)cc2s1	6%	-1%	-2%	-4%	-4%	-4%	-1%	-12%
CCc1nc(SCC(=O)Nc2ccc(N(C)C)cc2)c2ccccc2n1	/	-2%	/	-15%	0%	3%	-23%	6%
CN(C)CCOC(=O)Cc1ccc(Cl)cc1	0%	3%	3%	-1%	-3%	1%	4%	-1%
CCC(C)(C)C1CCc2c(sc(NC(=O)c3ccccc3C(=O)O)c2C#N)C1 (centres undefined)	-29%	-7%	-10%	1%	-4%	-3%	5%	7%
Nc1nnc(SCc2cc3c(cc2Cl)OCO3)s1	8%	-10%	0%	-9%	0%	-4%	9%	7%
O=C(NCc1ccccc1)c1ccc(-c2ccccc2C(F)(F)F)o1	14%	2%[119 µM]	-30%	-15%[81.1 µM]	-1%&0%	5%&8%	-39%[88.7 µM]	-3%
Cc1ccc2[nH]c(=O)c(CN(CC3CCCO3)C(=O)c3ccco3)cc2c1 (centres undefined)	/	-1%	-2%	11%	-1%	0%	10%	1%
COc1ccc(C(=O)OCC(=O)NC(=O)NC2CCCC2)c(OC)c1	-2%	-1%	-2%	-1%	-5%	8%	-2%	6%
CS(=O)(=O)N1CCn2c1nc1ccccc12	11%	2%	9%	i	-3%[53 µM]	-4%[53 µM]	1%	-5%
Cc1cccc(N2C(N)=C(C#N)C(C#N)(C#N)C2c2ccccc2)c1 (centres undefined)	/	-3%	-8%	-13%	-1%	6%	6%	-11%
Cn1cnnc1SCC(=O)NC(=O)NC1CCCC1	4%	-1%	-3%	-14%	1%	0%	-3%	9%
O=C(NCCCN1CCCC1=O)c1ccc2c(c1)ncn2C1CCCCC1	3%	2%	-1%	-2%	0%	6%	-5%	3%

Only GAA glycogen, for some of the entries so far:
SMILES,GAA glycogen
Cn1cnnc1SCC(=O)NC(=O)NC1CCCC1,9%
Cc1cccc(N2C(N)=C(C#N)C(C#N)(C#N)C2c2ccccc2)c1 (centres undefined),-11%
O=C(NCc1ccccc1)c1ccc(-c2ccccc2C(F)(F)F)o1,-3%
O=C(O)CN1C(=O)/C(=C/c2ccc(SCc3ccccc3)o2)SC1=S,2%

Next part:
SMILES	L3MBTL1 block	GAA spleen mod	GAA inhib	RECQ1 helicase	TexasRed fluor	TRb-SRC2 inh	GoLoco inh red	GAA glycogen
O=C(NNS(=O)(=O)c1ccc(F)c(Cl)c1)c1cccc(S(=O)(=O)N2CCOCC2)c1	-4%	-4%	-12%	0%	?	-4%	4%	-18%
CCN(CC)c1ccc(/C=N/OC(C)C(=O)Nc2ccc(C)cc2)cc1 (centres undefined)	-8%	-3%	-3%	-23%	-1%	3%	0%	-12%
Cn1cc(C=C2C(=O)OC3(CCCCC3)OC2=O)c2ccccc21	-4%	0%	/	-10%	-9%	-7%	5%	2%
COc1ccc(N(C(=O)/C=C/c2ccc(OC)c(OC)c2)C2=CC3CCC(C2)N3C)cc1 (centres undefined)	-23%	5%	-2%	-7%	-1%	4%	4%	-9%
Cc1cc(C(=O)CSc2nnnn2-c2ccccc2)c(C)n1-c1ccc2c(c1)OCO2	-9%	-8%	-4%	2%	2%	-3%	38%[activator]	-5%
CN1CCN(NC(=O)c2cccc(S(=O)(=O)N3CCCCCC3)c2)CC1	/	-2%	2%	-13%	0%	2%	2%	-7%
O=C(CNC(=O)C1CCCCC1)Nc1cc(Cl)cc(Cl)c1	-1%	0%	-2%	-12%	-3%	3%	0%	1%
Cc1ccc(-c2ccc(SCC(=O)NCC3CCCO3)nn2)cc1 (centres undefined)	/	6%	-4%	-2%	1%	0%	5%	-7%
Nc1c([N+](=O)[O-])cnnc1-c1ccccc1	-1%	3%	-11%	-4%	-2%	1%	3%	-15%
c1cnn(-c2nc(N3CCOCC3)nc(N3CCOCC3)n2)c1	-10%	1%	-2%	-4%	-1%	-7%	/	7%
COc1ccc(/C=N/NC(=O)C(=O)Nc2ccccn2)cc1OC	4%	-4%	4%	-9%	0%	3%	0%	4%
O=C(NCCCO)/C(=C/c1ccco1)NC(=O)c1ccc(Br)o1	-4%	0%	0%	-8%	-2%[53 µM]	-5%[53 µM]	5%	-6%
c1ccc(OCc2nc3c4c(ncn3n2)-c2ccccc2CC42CCCC2)cc1	4%	-3%	-30%	1%	3%	0%	5%	7%
COc1cc2c(cc1C=O)OC(C)C2 (centres undefined)	/	2%	?	-12%	0%	2%	6%	6%
CON/C=C(\C=Nc1ccc(F)cc1)c1ncc(C(F)(F)F)cc1Cl	-6%	1%	5%	-4%	-1%	-7%	1%	-10%
COc1ccc(/C=N/NC(=O)c2ccc3c(c2)OCCO3)cc1[N+](=O)[O-]	13%	2%	-1%	-22%	-3%	-4%	2%	3%
CC(NC(=O)c1ccc(NS(C)(=O)=O)cc1)c1ccccc1 (centres undefined)	4%	-2%	6%	-6%	1%	1%	4%	4%
Cc1ccc(C(C(=O)NCc2ccco2)N(C(=O)CNC(=O)c2cccs2)c2c(C)cc(C)cc2C)cc1 (centres undefined)	-4%	-9%	6%	10%	29%	?	0%	2%
O=C(NCc1ccccn1)c1cnc2sccn2c1=O	5%	-5%	-1%	-2%	-6%	0%	/	2%
Cc1ccc(C(=O)Nc2ncc3c(Cl)cccc3n2)cc1	-4%	-11%	-6%	-1%	-6%	-4%	12%	11%
CCCCCCCCCCC(C)=O	/	-4%	/	-2%	2%	1%	/	/
Cc1oc(CC(C)C)cc1C(=O)NCCCC(=O)O	0%	7%	6%	31%[activator]	0%	0%	17%	7%
O=C(CSc1nnc(NC(=O)C2CCC2)s1)Nc1ccc(N2CCOCC2)cc1	-5%	2%	2%	-3%	-5%	-5%	7%	-6%
COc1ccc(N2CC(O)=C(c3nc4ccccc4s3)C2=N)cc1	/	3%	8%	i	0%	6%	9%	-1%
CC(C)C(=O)NC(c1ccco1)c1c(O)ccc2ccccc12 (centres undefined)	-1%	7%	-2%	-10%	0%	1%	/	-9%
O=C(NC(=O)c1c(F)cccc1F)Nc1ccccc1SC(F)F	-1%	2%	/	-3%	0%	-2%	2%	1%
CCc1nnc(NC(=O)C2CCN(c3nc(C)cc(C)n3)CC2)s1	4%	5%	5%	i	0%	0%	/	-3%
O=C(NC1CC1)c1c[nH]c2ccc(S(=O)(=O)Nc3cccc(C(F)(F)F)c3)cc2c1=O	-4%	3%	-23%	-15%	-1%	1%	3%	-10%
CNC(=O)COc1ncnc2sccc12	/	1%	-2%	-5%	-5%	-10%	8%	10%
O=C(NCCC1=CCCCC1)C1CCN(S(=O)(=O)c2cnc[nH]2)CC1	8%	-4%	-4%	-9%	-2%	5%	7%	-3%

Entries shown so far containing a cyano group:
SMILES	L3MBTL1 block	GAA spleen mod	GAA inhib	RECQ1 helicase	TexasRed fluor	TRb-SRC2 inh	GoLoco inh red	GAA glycogen
CCC(C)(C)C1CCc2c(sc(NC(=O)c3ccccc3C(=O)O)c2C#N)C1 (centres undefined)	-29%	-7%	-10%	1%	-4%	-3%	5%	7%
Cc1cccc(N2C(N)=C(C#N)C(C#N)(C#N)C2c2ccccc2)c1 (centres undefined)	/	-3%	-8%	-13%	-1%	6%	6%	-11%

(listing goes on)
SMILES	L3MBTL1 block	GAA spleen mod	GAA inhib	RECQ1 helicase	TexasRed fluor	TRb-SRC2 inh	GoLoco inh red	GAA glycogen
Cc1cc(C)c(C)c(OCC(=O)NCc2nc(-c3ccccc3)no2)c1	7%	-2%	1%	-20%	0%	2%	8%	-9%
CCn1c(Cc2ccccc2)nnc1SCC(=O)Nc1ccc(N)cc1	/	1%	2%	-5%	-4%	-6%	-5%	0%
CCc1ccc(NC(=O)C2CCCN2S(=O)(=O)c2ccc3c(c2)n(C)c(=O)c(=O)n3C)cc1 (centres undefined)	0%	4%	/	-1%	-1%&0%	1%&-1%	1%	4%
CC(=O)N/C(=C/c1ccccc1)C(=O)NCCO	-3%	-14%	-2%	i	-2%	-4%	6%	3%
N=c1c2c(-c3ccccc3)c(-c3ccccc3)n(Cc3ccco3)c2ncn1CCCN1CCOCC1	-19%	-5%	-5%	-13%	-6%	1%	3%	-6%
CC(/C=N/NC(=O)c1cc(-c2ccccc2)nc2ccccc12)=C\c1ccco1	-6%	8%	-7%	-13%	3%	2%	7%	-8%
O=C(CCSCCC(=O)NCc1ccco1)NCc1ccco1	?	-1%	1%	-4%	-3%	-17%	-12%	4%
Cc1c(N)c(=O)n(-c2ccccc2)n1C	2%	3%	/	-2%[25.9 µM]	0%	8%	2%	/
CCC(OC(=O)c1cccs1)C(=O)NCc1ccc(C)cc1 (centres undefined)	-4%	0%	10%	20%	-1%	7%	-4%	9%
COc1ccccc1NC(=O)N1CCN(c2ccccc2F)CC1	12%	-14%	0%	-11%	0%	1%	1%	1%
COC(=O)Cn1c(=O)c(C(=O)CCl)c(N)n(Cc2ccccc2)c1=O	/	-2%	/	i	8%	6%	-7%	-3%
CCOC(=O)c1cc(-c2ccc(OC(F)F)cc2)nc2c1c(=O)[nH]c(=O)n2C	-1%	-4%	12%	15%	-2%	7%	-6%	2%
CCOP(=O)(OCC)C(NC(=O)c1ccc(OC)c(OC)c1)c1ccccc1 (centres undefined)	/	-5%	6%	i	-6%	-7%	3%	-11%
COc1ccc(OC)c(N/C=C2/CCCCC2=O)c1	/	-5%	-1%	-5%	-1%	0%	-3%	-9%
CCOc1ccccc1NC(=O)CCN(c1ccc(C)cc1)S(=O)(=O)c1ccccc1	-9%	-2%	-5%	-10%	2%	6%	2%	0%

Source: PubChem (National Center for Advancing Translational Sciences (NCATS))
